SENP8 block-1 – SENP8 protease inhibition; purified SENP8, Z-RLRGG-aminoluciferin cleavage, luminescence; 330,000 tested, 1.2% active; Q96LD8; inhibition, % at 10 µM; AID 2540; in the data active = inhibition above about 50%
Target sequence (Q96LD8 whole entry, looked up): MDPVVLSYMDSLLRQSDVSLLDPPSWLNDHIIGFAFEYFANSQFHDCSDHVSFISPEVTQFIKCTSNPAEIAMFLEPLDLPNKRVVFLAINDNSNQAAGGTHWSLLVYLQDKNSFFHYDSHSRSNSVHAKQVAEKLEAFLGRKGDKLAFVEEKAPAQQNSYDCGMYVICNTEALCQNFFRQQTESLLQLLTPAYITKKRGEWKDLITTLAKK
PfGluPho inh – PfG6PD (Plasmodium falciparum) enzyme inhibition; PfGluPho enzyme, NADPH resazurin-diaphorase fluorescence; inhibition, % at 20 µM; 350,000 tested, 0.78% active; AID 504690;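 active = inhibition reaching at least a set limit at 20 µM in the primary screen, cut at about 59% in these data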;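 note: 0% = DMSO wells with substrate and 100% = DMSO wells lacking glucose-6-phosphate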
SENP7 inh – SENP7 protease inhibition; inhibition, % at 5 µM; recombinant SENP7, Z-RLRGG-aminoluciferin luminescence, 40 min; 330,000 tested, 1.5% active;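 active = inhibition above about 50% at the single test dose, limit read from the data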;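 note: plate controls were DMSO with enzyme for no effect and no enzyme buffer wells for full effect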
SENP1 FRET inh – inhibitors of human SENP1 SUMO protease catalytic domain | Q9P0U3 | recombinant SENP1 catalytic domain, CyPet-SUMO1-YPet FRET cleavage | inhibition, % at 10 µM | 360,000 tested, 0.21% active;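 active = inhibition at least 30% at 10 µM, raw YFP signal under a set limit, fluorescence ratio 0.5 to 1.5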;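 note: 0% = enzyme with DMSO and 100% = no enzyme wells; some results filed as inactive read as strong as hits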
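Assay system – human recombinant His6-tagged SENP1 catalytic domain enzyme · Input – SENP1 enzyme, 20 pM final · Buffer or medium – Tris pH 8 buffer plus EDTA, NaCl, BME, BSA, NP40, catalase · Schedule – 50 min reaction at room temperature · Technique – FRET read of cyan and yellow fluorescence · Control set – no-enzyme wells low, DMSO-plus-enzyme wells high control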
SENP6 block – blocks the human protease SENP6 | Q9GZR1 | Recombinant SENP6 catalytic domain, aminoluciferin luminescence | inhibition, % at 10 µM | 330,000 tested, 1.8% active;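 active = inhibition above about 50% at the single tested dose, limit read from the data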;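 note: plate controls were DMSO wells with enzyme for no effect and DMSO wells lacking enzyme for full effect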
SENP8 block-2 – blocks human SENP8 cleavage of Nedd8 substrate; Q96LD8; recombinant SENP8, Nedd8 substrate fluorescence; inhibition, % at 20 µM; 360,000 tested, 0.64% active; AID 602440; in the data active = inhibition mostly above about 40%, no sharp cut-off; inactive = mostly below about 27%
HKDC1 inhibitor – inhibitors of human hexokinase HKDC1 | 340,000 tested, 0.16% active | Q2TB90 | AID 493160 | recombinant HKDC1, G6PDH/diaphorase resazurin coupled fluorescence | inhibition, % at 20 µM;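 active = inhibition above about 35% when tested at 20 µM, limit read from the data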;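 note: plate controls were DMSO wells with enzyme for no effect and DMSO wells lacking enzyme for full effect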
Target sequence (Q2TB90 whole entry, looked up): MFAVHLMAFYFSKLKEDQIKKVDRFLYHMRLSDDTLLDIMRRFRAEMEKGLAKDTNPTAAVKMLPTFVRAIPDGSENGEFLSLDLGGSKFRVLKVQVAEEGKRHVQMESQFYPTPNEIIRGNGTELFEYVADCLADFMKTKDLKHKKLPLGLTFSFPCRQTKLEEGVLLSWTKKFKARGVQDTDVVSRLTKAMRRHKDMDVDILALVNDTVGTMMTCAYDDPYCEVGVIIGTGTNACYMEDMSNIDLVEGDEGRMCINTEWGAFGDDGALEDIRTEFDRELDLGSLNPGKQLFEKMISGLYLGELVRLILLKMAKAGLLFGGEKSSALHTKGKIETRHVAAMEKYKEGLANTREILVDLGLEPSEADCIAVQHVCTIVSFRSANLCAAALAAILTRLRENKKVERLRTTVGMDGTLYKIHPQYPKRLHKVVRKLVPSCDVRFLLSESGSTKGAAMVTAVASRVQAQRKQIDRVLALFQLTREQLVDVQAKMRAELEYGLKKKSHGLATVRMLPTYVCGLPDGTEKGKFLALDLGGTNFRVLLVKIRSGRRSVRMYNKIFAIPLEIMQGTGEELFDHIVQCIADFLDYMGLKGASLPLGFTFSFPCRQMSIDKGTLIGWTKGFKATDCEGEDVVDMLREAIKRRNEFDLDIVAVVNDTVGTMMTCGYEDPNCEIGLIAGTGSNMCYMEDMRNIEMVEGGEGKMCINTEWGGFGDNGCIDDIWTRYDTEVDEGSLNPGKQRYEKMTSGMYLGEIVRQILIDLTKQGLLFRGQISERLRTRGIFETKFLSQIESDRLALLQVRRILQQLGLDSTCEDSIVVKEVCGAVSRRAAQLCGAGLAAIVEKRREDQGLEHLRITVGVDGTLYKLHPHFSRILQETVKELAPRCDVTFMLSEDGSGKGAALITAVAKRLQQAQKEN
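Assay system: recombinant HKDC1 hexokinase; detection: coupled resazurin fluorescence, excitation 525 nm, emission 613 nm; benchmarks: DMSO-plus-enzyme-mix negative control, buffer-substituted positive control; compound dosing: single 20 µM dose; schedule: 90 min at room temperature in dark; also added: glucose plus 1 mM ATP as hexokinase substrates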
NALP3 yeast inh – NALP3 inhibition in yeast. Yeast reconstituted NLRP3/ASC/caspase-1, beta-gal luminescence, 24 h. inhibition, % at 10 µM. 330,000 tested, 0.39% active;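 active = inhibition of 50% or more; inactive = inhibition below 50%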;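 note: plate controls were induced DMSO wells for no effect and uninduced yeast grown without galactose for full effect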
Apaf1 inhib – inhibitors of human Apaf-1 apoptosome. O14727. reconstituted apoptosome caspase-3 activity, DEVD-Rh110 fluorescence. inhibition, % at 20 µM. 330,000 tested, 0.71% active. AID 489030; active = inhibition of at least 40% at 20 µM;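 note: plate controls were DMSO wells for no effect and DEVD-CHO caspase inhibitor wells for full effect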
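System: reconstituted apoptosome with Apaf-1, cytochrome c, caspase-9, procaspase-3, dATP; Signal: Rh110 fluorescence intensity; Schedule: 30 min compound preincubation, 50 min activation, room temperature; Reagent: cytochrome c trigger plus (Z-DEVD)2-Rh110 caspase-3 substrate.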
Active calls of the source: *; . = no result given.

Fields – SENP8 block-1	PfGluPho inh	SENP7 inh	SENP1 FRET inh	SENP6 block	SENP8 block-2	HKDC1 inhibitor	NALP3 yeast inh	Apaf1 inhib
Cc1cc(-c2n[nH]c(=S)n2/N=C/c2ccccc2[N+](=O)[O-])n[nH]1
 : 1	24	6	3	0	20	18	17	4
O=C(CCc1ccc(S(=O)(=O)N2CCOCC2)cc1)OCc1nc2ccccc2s1
 : 3	3	-1	-2	0	14	-9	13	2
CCOc1ccc(N2C(=O)C3C(C2=O)C3(c2ccccc2)c2ccccc2)cc1 (stereo not drawn)
 : -4	-7	-3	0	-4	14	8	8	16
CCCSc1nnc(-c2c[nH]c3ccccc23)n1C
 : -17	-17	-25	4	-10	18	5	-1	16
O=C(NN1C(=O)C2C3C=CC(C4CC34)C2C1=O)c1ccc(Cl)cc1Cl (stereo not drawn)
 : -2	-3	-8	1	-19	23	-2	3	0
Cc1ccc(CC(=O)N2CCN(c3cccc(C(F)(F)F)c3)CC2)cc1
 : -12	11	-3	0	-51	21	14	22	25
Cc1cc(=O)[nH]c(SCC(=O)c2ccc(C(C)C)cc2)n1
 : -4	-28	0	0	-1	24	7	23	1
Cc1ccc(F)c(NC(=S)Nc2cccc3ccccc23)c1
 : 83*	.	45	-15	88*	-453	.	21	78*
Nc1nccc(-c2cccs2)n1
 : -6	0	-10	0	-25	16	-2	0	1
C=CCSc1nc2c(cnn2-c2ccc(C)c(C)c2)c(=O)[nH]1
 : 5	-1	0	2	5	8	-4	0	-5
CC(OC(=O)CCC1CCCCC1)C(=O)Nc1ccc(S(N)(=O)=O)cc1 (stereo not drawn)
 : -4	9	13	5	-1	7	0	5	15
O=C(CN1CCN(c2ccccc2O)CC1)NC(=O)NCc1ccco1
 : 3	-17	4	-3	5	5	-1	16	0
C=CCSc1nc2sc(C)c(C)c2c(=O)n1N
 : 9	-21	7	0	15	0	6	7	4
Cc1cccc(NC(=S)N(Cc2cccs2)Cc2cc3cc(C)ccc3[nH]c2=O)c1
 : -4	-7	1	-1	-11	-9	-7	14	1
COc1ccc(NC2CCCN(C(=O)c3ccc(C(C)=O)s3)C2)cc1 (stereo not drawn)
 : 5	-17	-18	0	-1	12	6	10	10
COc1cc(C(O)CO)ccc1O (stereo not drawn)
 : 1	-8	6	2	-2	0	-7	1	2
CC(=O)OCC(=O)C1CCC2C3CCC4=CC(=O)C=CC4(C)C3CCC12C (stereo not drawn)
 : .	14	.	1	.	8	-3	.	.
CCOc1cc(S(=O)(=O)N2CCCC2)c(C)cc1C
 : 2	-3	1	2	3	6	6	39	8
O=C(O)c1cc2nc(-c3ccc(F)cc3)cc(C(F)(F)F)n2n1
 : -2	8	-4	0	-3	-25	-1	15	-8
Cc1[nH][nH]c(=O)c1C(c1ccc(-c2ccc(C(=O)O)cc2)o1)c1c(C)[nH][nH]c1=O
 : .	35	.	-5	.	5	-3	.	.
CCN(CC(=O)NCc1ccc(F)cc1)CC(=O)NC1CCCC1
 : 8	4	-8	2	-3	4	1	12	4
CCOC(=O)C1=NNC(C(=O)c2ccc(C)cc2)C1c1ccc(OC)cc1 (stereo not drawn)
 : -7	-6	0	3	-3	7	2	1	28
COc1ccc(/C=N/N2C(=O)CSC2=S)cc1Br
 : -17	-4	3	40*	2	16	-4	2	8
COc1ccc(Cl)cc1NC(=O)COC(=O)c1cc(C)oc1C
 : 2	1	6	0	-6	1	-6	12	-9
COc1cc(OC)cc(C(=O)NC2CCN(Cc3nnnn3Cc3ccc(F)cc3)CC2)c1
 : -14	-1	-6	1	-31	1	-8	0	8
CSC1=NC(NCCCO)c2c(sc3c2CC(C)(C)OC3)N1 (stereo not drawn)
 : 0	12	-8	-28	-8	-345	14	1	6
Cn1cnnc1SCC(=O)N(Cc1ccc2c(c1)OCO2)C1(C(=O)NC2CCCCC2)CCCC1
 : -9	-10	-13	0	-1	6	-5	-2	2
O=C1CCCc2nc(N3CCCCC3)sc21
 : -5	11	1	1	-15	24	3	5	-2
N#Cc1ccc(NC(=O)C2CC(c3ccc(F)cc3)=NO2)cc1 (stereo not drawn)
 : 5	-17	-3	0	4	5	5	22	-18
COc1ccc(N2CCN(C(=O)c3ccc(OCC4CCCO4)cc3)CC2)cc1 (stereo not drawn)
 : -4	17	-2	1	-18	19	-3	18	14
CCOC(=O)c1sc2nc(-c3ccccc3)ccc2c1N
 : -3	1	45	-24	19	-369	-14	14	-3
CSCC[C@@H](C(=O)Nc1ccc2c(c1)OCCO2)N1Cc2ccccc2C1=O
 : 7	-16	-2	1	13	13	-3	1	4
O=C(Oc1ccc(Br)cc1)c1n[nH]c(=O)c2ccccc12
 : 4	-10	4	3	8	-9	-2	17	-8
O=C1/C(=C/c2cccc(F)c2)SC(=S)N1NS(=O)(=O)c1ccccc1
 : 4	-12	11	1	15	20	21	-10	6
CSc1nnc(-c2ccc(S(=O)(=O)N3CCCCC3)cc2)o1
 : -5	3	8	0	-23	0	-3	41	8
CCC(CC)C(=O)Nc1cccc(C(=O)NCCc2ccccc2)c1
 : -2	-3	6	2	-5	14	-5	31	-7
CCOC(=O)Cc1csc(NC(=O)c2ccncc2)n1
 : -19	-6	-9	2	-18	17	0	20	10
FC(F)(F)c1ccc2c(c1)C1C=CCC1C(c1ccncc1)N2 (stereo not drawn)
 : .	16	.	-22	.	44*	6	.	.
CCCCSc1[nH]c(=O)c(C(=O)OCC)cc1C#N
 : 6	-13	8	-12	16	-294	-2	16	6
Cc1cc(NC(=O)c2ccc(Cl)cc2)c(C(C)C)cc1O
 : 0	12	5	1	3	11	-1	22	-1
COc1ccccc1NC(=O)c1ccc2nc(C)sc2c1
 : -7	14	3	-2	15	4	-5	20	1
COc1ccccc1NC(=O)c1ccc(NC(=O)CNC(=O)c2ccc(OC)c(OC)c2)cc1
 : -6	-18	-8	-1	-19	-4	2	10	-4
COc1cc(S(=O)(=O)N2CCN(C(=O)c3ccco3)CC2)c(OC)cc1C
 : -7	-6	-2	-3	0	17	-9	9	4
CCOc1ccc2[nH]c(C)c(CN3CCN(C)CC3)c(=O)c2c1
 : 9	6	6	3	2	-117	-1	-6	-8
CCOC(=O)c1c(C)[nH]c(C(=O)OCC(=O)Nc2sc(C(=O)N(C)C)c(C)c2C(=O)OCC)c1C
 : 5	23	-1	-2	-14	16	1	6	36
O=C1CCC(C(=O)OCc2cc(Cl)ccc2OC(F)F)N1 (stereo not drawn)
 : 1	-3	5	1	2	21	-7	5	-2
C/C(=C/C=N/Nc1nc(N2CCCCC2)nc(N2CCCCC2)n1)c1ccccc1
 : 2	8	4	2	16	6	-4	23	9
CCc1cc(=O)oc2c(C)c(OCC(=O)NCC3CCC(C(=O)O)CC3)ccc12 (stereo not drawn)
 : -13	-12	7	1	-4	-49	13	12	-2
CN(C(=O)CSc1nnc(-c2ccc(F)cc2)c2ccccc12)C1CCS(=O)(=O)C1 (stereo not drawn)
 : -4	20	7	11	-1	-16	9	4	-18
O=C(NCCc1ccccc1)C1CCN(S(=O)(=O)c2ccc(Br)s2)CC1
 : -10	-17	-4	4	2	17	-4	-4	6
Cc1ccc(SCC(=O)NCc2cccnc2)cc1
 : -11	1	-3	2	4	7	0	-22	1
O=C(COc1coc(CN2CCc3ccccc3C2)cc1=O)Nc1cccc(Cl)c1
 : 2	7	-1	-13	-9	4	-7	25	18
CCC1=NN2C(=N)/C(=C\c3cccn3-c3ccc(C)c(C)c3)C(=O)N=C2S1
 : 11	-44	-11	-5	2	1	11	11	7
O=C(NCc1ccccc1)N1CCNCC1
 : 2	-15	-3	1	-9	10	-3	1	-2
CCN1CCN(c2ccc(S(=O)(=O)N3CCCCC3)cc2NC(=O)COc2cc(C)ccc2Cl)CC1
 : -7	25	-10	1	1	-3	3	-7	23
COc1ccc(NC(=O)CSc2nc(NS(=O)(=O)c3ccccc3)cc(=O)[nH]2)cc1
 : 1	-9	-7	-1	-24	24	0	-11	2
COc1cccc(OCC(=O)N2CCCc3ccccc32)c1
 : 3	6	-2	1	-5	11	-8	17	15
C#CCOCCOCCOCCNc1nc(N2CCN(C(=O)CCCCCCCCCCNC(=O)[C@@H](CCSC)n3cc(CCO)nn3)CC2)nc(N2CCN(C(=O)CCCCCCCCCCNC(=O)[C@H]([C@@H](C)CC)n3cc(CCCCN=C(N)N)nn3)CC2)n1
 : 21	59	14	3	-62	20	1	33	64*
COc1ccc(/C=C/CN2CCC(n3nccc3NC(=O)C3CC3)CC2)cc1
 : -4	17	6	0	3	10	-6	13	-2
O=C(Cn1nc(Cc2ccncc2)c2ccccc2c1=O)N1CCc2ccccc2C1
 : 12	4	10	-3	31	84*	9	14	37

Next compounds
Fields – SENP8 block-1	PfGluPho inh	SENP7 inh	SENP1 FRET inh	SENP6 block	SENP8 block-2	HKDC1 inhibitor	NALP3 yeast inh	Apaf1 inhib
Cc1ccc(S(=O)(=O)Nc2cc(C(=O)NCCN3CCCC3)ccc2N2CCCCC2)cc1
 : -2	5	6	-3	-5	3	-7	20	15
O=C(NCc1ccc(F)cc1F)Nc1cnccc1C(F)(F)F
 : 10	2	1	5	0	23	-2	17	-4
O=C(Cn1ncc2c1-c1ccccc1OC2)N1CCc2ccccc21
 : -2	15	2	1	-2	-47	-2	10	8
CC1=NOC(=O)/C1=C\c1ccc(-c2cc(Cl)ccc2Cl)o1
 : 12	80*	-5	-11	-8	18	57*	1	22
CC(C)(C)c1nnc(NC(=O)c2ccc(Cl)nc2)s1
 : 2	103*	-1	3	8	8	-12	-2	-12
COc1ccc(NS(=O)(=O)c2cccc(C(=O)NCC(c3ccc(F)cc3)N3CCOCC3)c2)cc1 (stereo not drawn)
 : -5	-5	-6	1	-8	2	-3	6	15
CC1CCC(NC(=O)CCNS(=O)(=O)c2ccc3c(c2)CCC(=O)N3)CC1 (stereo not drawn)
 : 3	-10	12	1	-11	26	-4	13	-2
O=C(Nc1ccccc1)c1ncoc1-c1ccc(Cl)cc1
 : -2	-1	5	2	-24	9	1	24	6
CCOc1cc(S(=O)(=O)NC2CCCCCC2)ccc1F
 : -1	9	12	3	-10	23	0	43	10
Cc1cccc(NC(=O)CNC(=O)CSc2ncccn2)c1C
 : -2	12	9	-2	-1	13	-4	13	4
Cc1ccc(OCC(=O)N/N=C/c2cc([N+](=O)[O-])ccc2N2CCCCC2)cc1
 : 3	21	3	-18	-2	7	-5	12	11
O=C1c2ccccc2N2C(=O)c3ccccc3[C@H]2N1c1ccccc1
 : -1	-10	-3	3	-3	5	-5	10	-3

Compound profiles, from the list above.
Listed for O=C1c2ccccc2N2C(=O)c3ccccc3[C@H]2N1c1ccccc1 : SENP8 block-1 = -1; PfGluPho inh = -10; SENP7 inh = -3; SENP1 FRET inh = 3; SENP6 block = -3; SENP8 block-2 = 5; HKDC1 inhibitor = -5; NALP3 yeast inh = 10; Apaf1 inhib = -3
Listed for Cc1cccc(NC(=O)CNC(=O)CSc2ncccn2)c1C : SENP8 block-1 = -2; PfGluPho inh = 12; SENP7 inh = 9; SENP1 FRET inh = -2; SENP6 block = -1; SENP8 block-2 = 13; HKDC1 inhibitor = -4; NALP3 yeast inh = 13; Apaf1 inhib = 4

No enrichment for hits; any-hit rate near 4.1%.
